Mcl1-Bid inh = Mcl-1/Bid binding inhibitors, primary screen, biochemical, TR-FRET, 1536-well | TR-FRET Mcl-1/Bid-Dy647 peptide binding | inhibition, % at 21.7 µM | 220,000 compounds, 0.97% hits | AID 1021, 2008;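 active means compounds that cut the binding signal by more than half at the single screening dose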;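 further: His-tagged Mcl-1 with europium anti-His antibody binding Bid BH3 peptide; 0% = Mcl-1 plus peptide wells and 100% = peptide-only wells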
ABCB1 inh = ABCB1 efflux pump inhibitors, primary screen, cell-based, multiplex, flow cytometry, ABCG2 counter-screen | ATP-dependent translocase ABCB1 (Homo sapiens), P08183 | CCRF-Adr cells, JC-1 efflux | inhibition, % at 6.6 µM | 190,000 compounds, 0.067% hits | AID 1326, 2008; in the data active means inhibition above about 40%;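 further: 0% = vehicle and 100% = reference inhibitor; higher value means more JC-1 retained so stronger ABCB1 efflux block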
Target sequence (P08183 whole entry, looked up): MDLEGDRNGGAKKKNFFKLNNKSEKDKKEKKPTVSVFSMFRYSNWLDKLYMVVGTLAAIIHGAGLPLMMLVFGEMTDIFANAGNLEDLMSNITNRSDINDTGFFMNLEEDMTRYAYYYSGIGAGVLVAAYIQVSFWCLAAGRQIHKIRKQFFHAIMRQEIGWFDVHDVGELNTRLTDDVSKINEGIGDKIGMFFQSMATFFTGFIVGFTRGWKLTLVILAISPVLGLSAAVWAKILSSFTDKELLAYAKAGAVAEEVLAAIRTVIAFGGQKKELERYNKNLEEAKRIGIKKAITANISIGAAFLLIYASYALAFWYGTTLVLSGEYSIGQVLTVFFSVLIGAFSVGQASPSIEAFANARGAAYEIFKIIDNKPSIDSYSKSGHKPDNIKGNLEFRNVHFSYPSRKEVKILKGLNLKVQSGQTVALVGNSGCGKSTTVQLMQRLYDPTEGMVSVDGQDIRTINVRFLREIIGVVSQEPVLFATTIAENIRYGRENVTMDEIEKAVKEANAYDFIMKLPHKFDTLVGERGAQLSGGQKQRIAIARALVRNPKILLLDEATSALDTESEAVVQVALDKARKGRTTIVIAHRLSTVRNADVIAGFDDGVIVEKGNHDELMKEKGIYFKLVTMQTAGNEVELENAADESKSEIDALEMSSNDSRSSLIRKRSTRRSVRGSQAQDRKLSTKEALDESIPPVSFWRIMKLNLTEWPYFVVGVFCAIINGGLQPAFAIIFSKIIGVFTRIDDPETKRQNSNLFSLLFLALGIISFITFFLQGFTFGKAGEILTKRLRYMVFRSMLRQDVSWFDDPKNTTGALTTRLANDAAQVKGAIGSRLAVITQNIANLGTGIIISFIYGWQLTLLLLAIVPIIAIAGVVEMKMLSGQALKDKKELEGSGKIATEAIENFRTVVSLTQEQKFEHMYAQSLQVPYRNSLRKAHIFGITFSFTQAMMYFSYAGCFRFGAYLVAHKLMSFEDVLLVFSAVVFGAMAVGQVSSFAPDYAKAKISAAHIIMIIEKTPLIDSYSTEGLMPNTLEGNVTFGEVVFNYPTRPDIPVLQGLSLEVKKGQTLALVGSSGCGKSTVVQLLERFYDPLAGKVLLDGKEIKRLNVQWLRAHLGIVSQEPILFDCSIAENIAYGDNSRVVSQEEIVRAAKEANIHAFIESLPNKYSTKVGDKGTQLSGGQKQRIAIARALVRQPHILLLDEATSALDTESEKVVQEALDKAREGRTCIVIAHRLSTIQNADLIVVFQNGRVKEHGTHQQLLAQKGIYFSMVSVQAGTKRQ
ABCG2 block = ABCG2 efflux pump inhibitors, primary screen, multiplex with ABCB1, IgMXP3 cells, flow cytometry. Broad substrate specificity ATP-binding cassette transporter ABCG2 (Homo sapiens), Q9UNQ0. inhibition, % at 6.6 µM. JC-1 efflux. 190,000 compounds, 0.1% hits;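 active means inhibition above 80%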;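 further: 0% = DMSO and 100% = nicardipine control wells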
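material = IgMXP3 (ABCG2) plus far-red-tagged CCRF-Adr (ABCB1) cells | amount = 3 million cells/mL, equal mix of both lines | also added = JC-1 transporter substrate | dosing = one concentration, 6.6 µM final | schedule = 10 min at 25 °C | measured by = flow cytometric JC-1 green MFI at 530 nm | read-out basis = percent efflux inhibition, scaled nicardipine 100% to DMSO 0%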
GSH bead fluor = compound fluorescence on glutathione beads, profiling panel, artefact control, biophysical, 488/530 nm, flow cytometry; GSH beads flow cytometry, compound fluorescence 488/530 nm; active compounds read high; fluorescence (KMESF) at 10 µM; 190,000 compounds, 0.25% hits; in the data active means fluorescence above about 89;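 further: glutathione beads carrying GST-tagged Bcl family fusion proteins plus one bare bead set; values are compound well signal with DMSO vehicle wells as background; inactives centre near 16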
Mcl-1 Bim block = inhibitors of Bim peptide binding to Mcl-1, primary screen, biochemical, bead-based flow cytometry, multiplex; Bim peptide-Mcl-1 binding; inhibition, % at 10 µM; 190,000 compounds, 0.1% hits; in the data active means inhibition above about 40%;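 further: 0% = no compound tracer wells and 100% = peptide blocker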
RGS7-Gao = RGS7-Galphao binding modulators, primary screen, biochemical, multiplexed bead flow cytometry; actives lie on both sides; binding response (% of control), % at 10 µM; 220,000 compounds, 0.35% hits; in the data active means binding response below about 49% or above about 150%; inconclusive means no clear call, values can overlap the other calls; inactive means in between;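 further: fluorescent Galphao held in activated GDP-AlF4 state binding bead-coupled RGS7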
Mcl1-Noxa inh = Mcl-1/Noxa binding inhibitors, primary screen, biochemical, TR-FRET, 1536-well; 220,000 compounds, 1.5% hits; inhibition, % at 21.7 µM; TR-FRET Mcl-1/Noxa peptide binding, 2 h;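 active means compounds that cut the protein-peptide binding signal by more than 50% relative to plate controls in a single-dose test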;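 further: His-tagged Mcl-1 with rhodamine Noxa BH3 peptide and terbium anti-His antibody; 0% = Mcl-1 plus Noxa peptide wells and 100% = peptide-only wells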
Pf gametocyte = late stage P. falciparum gametocyte viability inhibitors, primary screen, ATP luminescence, HTS. P. falciparum stage V gametocytes, 24 h. inhibition, % at 10.9 µM. 150,000 compounds, 0.065% hits. AID 743093, 2013;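 active means inhibition above the mean plus 3 SD of compounds within the control limits, set per campaign, cut at about 38% in these data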;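 further: 0% = DMSO wells and 100% = medium only without gametocytes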
RGS8-Gao = RGS8-Galphao binding modulators, primary screen, biochemical, multiplexed bead flow cytometry; Guanine nucleotide-binding protein G(o) subunit alpha (Homo sapiens), P09471; actives lie on both sides; response (percent of control binding), % at 10 µM; 220,000 compounds, 0.34% hits; in the data active means response below about 60% or above about 140%; inactive means in between;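 further: Galphao activated as the GDP aluminium fluoride complex binding bead-coupled RGS8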
Avidin bead fluor = green autofluorescence of compounds with avidin beads – biophysical, 488/530 nm, flow cytometry, artefact control, profiling panel; fluorescence (KMESF) at 10 µM; compound fluorescence 488/530 nm; active compounds read high; AID 1775, 2009; 220,000 compounds, 0.38% hits; in the data active means fluorescence above about 47; further: inactives centre near 10
RGS4-Gao reg = modulators of RGS4 binding to Galphao, primary screen, biochemical, multiplexed bead flow cytometry; Guanine nucleotide-binding protein G(o) subunit alpha (Homo sapiens), P09471; actives lie on both sides; binding response (% of control), % at 10 µM; 220,000 compounds, 0.33% hits; AID 1415, 2008; in the data active means binding response below about 49% or above about 150%; inactive means in between;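 further: fluorescent Galphao activated with aluminum fluoride binding bead-coupled RGS4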
Starred values were filed as active, the others as inactive; ? = inconclusive; . = not tested or not shown.

Second line of a record: Mcl1-Bid inh	ABCB1 inh	ABCG2 block	GSH bead fluor	Mcl-1 Bim block	RGS7-Gao	Mcl1-Noxa inh	Pf gametocyte	RGS8-Gao	Avidin bead fluor	RGS4-Gao reg
- OCCNc1ncnc2c1sc1nc(N3CCOCC3)c3c(c12)CCC3
 : 7	1.3	4	13	0	101	6	2	101	25	98
- CN(C)c1ccc(N=C/C=C2\N(C)c3ccccc3C2(C)C)cc1
 : -147	1.0	7	52	1	103	71*	-35	103	21	109
- CC(=O)OCCCNc1cc(Sc2ccc(C)cc2)c2nonc2c1[N+](=O)[O-]
 : -6	0.0	1	16	0	99	10	2	96	14	99
- CCN1CCN(Cc2ccc(NC(=O)c3cc(NC(=O)c4ccc5n[nH]nc5c4)cc(OC)c3)cc2C(F)(F)F)CC1
 : -45	.	.	.	.	?	-2	.	102	8	97
- COc1ccc(NC(=O)CN2CCC(C(N)=O)CC2)cc1
 : -49	-1.4	6	26	-5	100	3	-22	109	9	105
- CSCSC1=C(C#N)C(c2ccc(Cl)cc2)C(C(C)=O)=C(C)N1 (stereo not given)
 : -23	-0.9	-2	25	-6	98	-1	.	99	11	96
- COc1ccc(N2C(N)=C(C#N)C(c3cccnc3)C3=C2CC(C)(C)CC3=O)cc1 (stereo not given)
 : -46	0.5	1	17	-3	97	-10	-8	106	10	102
- COC(=O)c1ccc(NC(=O)c2cc(-c3ccccn3)nc3ccccc23)cc1
 : -40	0.2	3	15	0	?	16	.	102	9	101
- Cc1ccc(S(=O)(=O)N2CCCC2C(=O)O)s1 (stereo not given)
 : -8	0.3	1	21	1	104	7	31	103	13	106
- CCCCN(CC(=O)NCc1ccc(Cl)cc1)S(=O)(=O)c1ccc2c(c1)OCCO2
 : -16	1.1	5	11	-2	100	11	.	102	6	98
- COc1ccc(N(CC(=O)Nc2ccccc2C(=O)NCCc2ccccc2)S(C)(=O)=O)cc1OC
 : -5	0.9	2	26	-6	103	12	.	104	13	101
- O=c1[nH][nH]c(=S)n1-c1ccccc1C(F)(F)F
 : -22	.	.	.	.	?	11	.	97	8	91
- CC(C)COC(=O)CCNc1n[nH]c(=O)[nH]c1=O
 : -13	-0.1	0	5	0	92	-8	1	95	6	93
- COCCn1c(SCC(=O)N2CCCc3ccccc32)nc2cccnc21
 : -37	0.9	3	9	0	92	6	.	97	9	94
- CC(C)(C)C(=O)Nc1cccc(-c2cc(-c3c(Cl)cccc3Cl)no2)c1
 : -25	.	.	.	.	?	13	-40	99	15	108
- O=C(CNc1ccccc1)c1ccc([N+](=O)[O-])cc1
 : -21	0.2	5	13	-3	100	-1	2	99	5	94
- Cc1ccc(S(=O)(=O)N(Cc2ccccc2)Cc2ccco2)cc1
 : 2	1.1	5	24	-5	98	21	.	97	14	97
- CO/N=C(\C(=O)N[C@@H]1C(=O)N2C(C(=O)O)=C(COC(C)=O)CS[C@H]12)c1csc(N)n1 (stereo in doubt)
 : 4	0.3	3	20	0	95	4	.	81	4	92
- O=C(CCC(=O)N/N=C/c1ccccc1O)NCc1ccccc1
 : -6	0.2	3	15	-2	95	-10	.	98	13	98
- OCCC1CN(Cc2c(O)ccc3ccccc23)CCN1CCc1ccccc1 (stereo not given)
 : -16	0.9	1	11	2	105	29	15	102	10	101
- COc1ccccc1CNC(=O)c1ccc(CNc2c(N3CCCC3)c(=O)c2=O)cc1
 : -31	-3.0	-4	19	-1	96	-2	.	97	9	97
- O=C(Nc1ccc(OC(F)F)c(Cl)c1)[C@@H]1CCCN1C(=O)c1cccs1
 : 4	1.3	39	11	-2	95	18	-8	102	26	98
- COc1ccccc1Nc1nc2nonc2nc1N1CCCCC1C (stereo not given)
 : -9	12	87*	12	-1	98	3	-13	101	16	99
- COc1ccc(CCNC(=O)c2nnc(Cc3ccc(Cl)cc3)o2)cc1OC
 : -1	2.4	16	17	1	98	6	.	103	5	102
- Cc1ccc(CSCc2ccc(C(=O)NCC3CCCO3)o2)cc1 (stereo not given)
 : -11	0.1	4	24	0	98	7	12	99	10	98
- COc1ccc(-n2c(SCC(=O)/C(C#N)=C(\C)N)nc3ccccc3c2=O)cc1OC
 : -12	.	.	.	.	?	22	-9	106	6	106
- O=C(Nc1ccccc1)C1CCN(C(=O)c2ccccc2)CC1
 : -8	0.4	2	11	0	99	8	-21	99	21	100
- Cc1c(C(=O)N2CCOCC2)[nH]c2ccc(OCc3ccccc3)cc12
 : -6	0.7	5	49	0	99	-9	6	99	6	95
- CC(=O)c1c(C)[nH]c(C(=O)Nc2cccc(S(=O)(=O)N3CCOCC3)c2)c1C
 : -11	0.4	27	9	0	96	7	14	99	12	99
- CCOC(=O)CN1CC23C=CC(O2)C(C(=O)Nc2ccc(OC)cc2OC)C3C1=O (stereo not given)
 : -22	-2.3	-2	18	-3	102	7	.	103	9	103
- Cc1ccc(-c2nn(C)c(=O)c3ccccc23)cc1CNC(=O)CN1CCOCC1
 : -5	0.8	3	33	10	100	-2	.	101	17	105
- COc1cc2c(cc1OC)CN(C(=O)c1ccc(OC)c(S(=O)(=O)N3CCOCC3)c1)CC2
 : 1	0.8	3	24	-2	105	-19	3	111	27	105
- COC(=O)c1ccc(CNC(=O)COC(=O)CCC2CCCC2)cc1
 : -1	0.6	19	11	0	102	7	-9	99	10	99
- S=C(Nc1ccccc1Cl)NC1CCCCCC1
 : -50	1.8	12	11	-2	107	10	-25	105	9	110
- N#CN=C1CCCCCN1CC(N)=O
 : -8	-0.1	0	17	-1	104	0	-10	102	34	104
- O=C(Nc1nnc(C2CC2)s1)C1=NN(C2CCS(=O)(=O)C2)C(=O)CC1 (stereo not given)
 : -14	0.2	2	23	-1	99	8	11	98	10	101
- COc1cc(/C=C/CN2CCN(CCC(C)C)C(CCO)C2)ccc1O (stereo not given)
 : -74	-0.1	-1	17	0	97	1	-3	100	9	100
- COc1ccc(N2C(=O)c3ccccc3NC2c2cccnc2)cc1 (stereo not given)
 : -16	-1.4	23	12	-2	103	4	.	101	9	100
- Cc1[nH]c2ccccc2c1/C=N\NC(=O)CNc1ccc2c(c1)OCO2
 : -16	-0.2	-1	7	1	102	56*	7	100	3	101
- Cc1ccc(N2C(=O)CC3(CC4C=CC3C4)C2=O)cc1 (stereo not given)
 : -22	0.4	1	47	-1	100	0	.	103	8	98
- COc1ccc(/C=C/C(=O)OCC(=O)c2c(N)n(C)c(=O)n(C)c2=O)c(OC)c1
 : -4	0.1	3	10	1	98	7	-7	99	21	97
- CCN(CC)C(=O)C(=O)c1c(-c2ccccc2)[nH]c2ccccc12
 : -5	-0.6	20	15	-4	99	-9	-24	91	17	83
- CC(C)(C)NC(=O)c1cc(Cl)ccc1[N+](=O)[O-]
 : -5	0.3	12	12	-5	101	-2	.	101	11	102
- Cc1csc(SCC(=O)Nc2ccccn2)n1
 : -23	0.9	12	14	-1	102	-4	-1	103	7	103
- Cc1cccc(OCc2nc(C#N)c(N3CCCC3)o2)c1
 : -13	.	.	.	.	?	-11	-6	100	3	101
- CCCCCCC(=O)NN1CCN(C)CC1
 : 1	0.1	0	11	1	99	-2	-7	104	11	99
- CN(C)c1nc(N2CCN(c3ccc(F)cc3)CC2)c(C#N)c(=O)o1
 : -27	1.3	5	37	0	102	-13	7	101	13	108
- Cc1cccc(OCC(=O)N(C)CCc2ccccn2)c1
 : 57*	0.6	4	22	0	105	12	-4	101	47*	101
- O=C(c1cc(-n2cnnc2)ccc1Cl)N1CCN(c2nc(-c3ccccc3)cs2)CC1
 : -15	0.3	1	7	-1	94	-2	-7	100	9	95
- Cc1ccc(N(CC(=O)NCC2CCCO2)C(=O)CCC(=O)Nc2ccccn2)cc1C (stereo not given)
 : -9	-0.2	1	56	.	97	-1	7	106	5	101
- COc1ccc2c(CCNC(=O)CN3C(=O)c4ccccc4C3=O)c[nH]c2c1
 : -40	0.0	25	10	-2	95	4	0	91	10	94
- CC1CCCCN1C(=O)c1ccc(NC(=O)c2ccccc2Cl)cc1 (stereo not given)
 : -23	0.1	-1	11	2	98	12	.	100	10	99
- COc1ccc(-c2nc3ccc([N+](=O)[O-])cc3o2)cc1
 : 7	0.5	2	6	-3	98	29	.	105	3	102
- Cc1ccc2nc(NC(=O)CSc3nncc(=O)n3N)sc2c1
 : 2	0.6	7	6	0	97	25	-6	95	2	102
- Cc1cccc(C)c1NC(=O)CSc1nnc(NC(=O)c2ccccc2C(=O)O)s1
 : -55	.	.	.	.	?	12	-13	94	8	92
- CC(NS(=O)(=O)c1ccc(Br)cc1)C(c1cccs1)N1CCN(C)CC1 (stereo not given)
 : -12	1.1	6	29	-4	102	9	.	101	8	103
- COc1ccc(NC(=O)NCCc2ccc(Cl)cc2)cc1OC
 : -56	0.0	0	16	1	-3.3*	-3	.	12*	-1	7.0*
- CC1(C)Oc2ccc(C(=O)N3CCCC3)cc2N(CC(=O)NCc2ccccc2)C1=O
 : -9	0.1	0	56	-1	93	-2	5	97	5	88
- O=C(Oc1ccccc1[N+](=O)[O-])c1cccnc1
 : -20	0.4	1	28	-5	105	8	-2	98	16	98
- CC(=O)C1C(c2ccc([N+](=O)[O-])cc2)c2c(noc2C)CC1(C)O (stereo not given)
 : -18	.	.	.	.	?	-13	-11	102	4	100

Following part:
Second line of a record: Mcl1-Bid inh	ABCB1 inh	ABCG2 block	GSH bead fluor	Mcl-1 Bim block	RGS7-Gao	Mcl1-Noxa inh	Pf gametocyte	RGS8-Gao	Avidin bead fluor	RGS4-Gao reg
- O=C(NCCN1CCOCC1)c1cnn2c1NC(c1cccs1)CC2C(F)(F)F (stereo not given)
 : -22	0.8	3	24	2	100	5	-15	101	9	102
- Cc1ccc(N/N=C(\Cc2nc3ccccc3[nH]2)c2ccccc2)cc1
 : -26	0.5	7	10	-2	101	-44	.	99	14	102
- O=C(c1ccc(Cl)s1)N1CCCC1
 : 2	1.0	6	13	0	108	17	-23	106	17	104
- CC(NC(=O)COC(=O)/C(=C/c1cccs1)c1cccs1)c1ccccc1 (stereo not given)
 : -17	0.5	1	7	-3	99	16	9	91	1	95

High-throughput results as filed in PubChem BioAssay.
